High-throughput results as filed in PubChem.
SMN2 splice enh: increases expression of the SMN2 splice variant | HEK293 SMN2-luciferase splicing reporter, luminescence, 30-36 h | Potency, µM (titrated, usually from 46.1 µM), for inactives: at the top dose activity change, positive = activation, usual class: activators | 2.8% of 210,000 active | AID 1458; also: % of control where 0% means no effect; nearly all actives have a fitted effect of over 55% in size
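HEK293 cells carry an SMN2 […]–luciferase reporter in which exon 7 inclusion puts luciferase in frame. Cells were plated 10-12 h before compound addition, then incubated 30-36 h at 37C. ONE-Glo luminescence was read; sodium butyrate at 4.5 mM final served as control.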
IMPase Li inh: cell-permeable IMPase inhibitors with lithium potentiation. CHO-M1 cells, IP1 TR-FRET (IP-One), carbachol + lithium. Potency, µM (doses to about 59.4 µM), for the others: top-dose activity, negative = IMPase inhibition, hits mostly inhibitors. 0.35% of 210,000 active. AID 1457;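 also: IP1 builds up when IMPase is blocked and the TR-FRET signal falls; plate controls were basal vehicle for no effect and high inhibitor control for full effect; nearly all actives have a fitted effect of over 50% in size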
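Test compounds were applied to CHO-M1 cells previously cultured for 16–30 h at 2000 per well. A small lithium amount accompanied them; after 30 min at 37C, IP1 was quantified by TR-FRET.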
RGS12 GoLoco inh: RGS12 GoLoco-Gai1 interaction inhibition | Gai1:RGS12 GoLoco peptide FP, rhodamine, 10 min | AID 880 | 0.44% of 230,000 active | Potency, µM (highest dose often 61.6 µM), inactives show at the top dose activity, negative = inhibition, hits mostly inhibitors | P63096; active = well fitted inhibition curve with a large enough effect, not every such curve was filed as active; inactive = no such curve, though single readings can be large or run the other way; also: % is scaled to controls: 0 for no effect and ±100 for the full control effect; nearly all actives have a fitted effect of over 30% in size; many of its hits are not listed in these tables
KinaseGlo FLuc: counter-screen: inhibitors of Kinase-Glo firefly luciferase. Kinase-Glo luciferase, ATP luminescence, 8 min. Potency, µM (highest dose often 38.3 µM), inactives show at the top dose activity change, negative = inhibition, hits mostly inhibitors. 0.28% of 200,000 active. AID 1379; also: % is scaled to controls: 0 for no effect and ±100 for the full control effect; nearly all actives have a fitted effect of over 60% in size
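Light output from Kinase-Glo luciferase with luciferin and 10 uM ATP in 50 mM imidazole pH 7.2, KCl, MgCl2, Tween 20, BSA; compound pin-delivered, 8-min ambient incubation, then luminescence read.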
RECQ1 inh: inhibitors of human RECQ1 DNA helicase; P46063; RECQ1 DNA unwinding, red fluorescence kinetic read; Potency, µM (doses to about 57.3 µM), for the others: top-dose activity, negative = inhibition, hits mostly inhibitors; 0.54% of 240,000 active; AID 2549;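 also: plate controls were vehicle for no effect and no enzyme for full effect; nearly all actives have a fitted effect of over 30% in size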
Target sequence (P46063 whole entry, looked up): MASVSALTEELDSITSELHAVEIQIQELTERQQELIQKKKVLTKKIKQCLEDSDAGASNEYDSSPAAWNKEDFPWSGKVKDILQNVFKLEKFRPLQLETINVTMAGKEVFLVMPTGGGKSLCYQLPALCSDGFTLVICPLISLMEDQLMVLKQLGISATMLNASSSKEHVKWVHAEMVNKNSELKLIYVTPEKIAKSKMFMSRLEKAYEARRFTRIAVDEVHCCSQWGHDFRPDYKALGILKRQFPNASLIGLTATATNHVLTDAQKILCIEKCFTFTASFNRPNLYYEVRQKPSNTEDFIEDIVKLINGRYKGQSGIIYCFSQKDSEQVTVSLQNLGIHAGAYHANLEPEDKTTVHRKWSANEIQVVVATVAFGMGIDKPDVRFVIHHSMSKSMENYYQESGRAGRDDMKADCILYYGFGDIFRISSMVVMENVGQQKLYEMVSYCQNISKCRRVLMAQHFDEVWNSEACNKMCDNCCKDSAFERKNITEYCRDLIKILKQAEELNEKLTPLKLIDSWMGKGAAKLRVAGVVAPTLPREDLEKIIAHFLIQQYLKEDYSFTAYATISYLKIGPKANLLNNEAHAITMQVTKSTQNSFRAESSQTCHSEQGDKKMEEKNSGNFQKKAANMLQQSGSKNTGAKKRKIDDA
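50 nM RECQ1T1 preincubated 15 min with compound in Tris pH 8.0 buffer with MgCl2, DTT, Tween-20 and 2.5 ug/ml poly(dI-dC); started with 200 nM TAMRA/BHQ-2 forked duplex and 2 mM ATP. Unwinding read as fluorescence (525/598 nm), two reads 2 h apart.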
Epigenetic derep: derepresses silenced GFP reporter in murine cells | murine LDR cells, GFP reporter derepression, 30 h | Potency, µM (doses to about 53.9 µM), for inactives: at the highest dose GFP activation, usual class: activators | 0.2% of 280,000 active | AID 1865; also: % of control where 0% means no effect; nearly all actives have a fitted effect of over 60% in size
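Readout is the number of GFP-expressing murine LDR cells, counted by cytometry following washing. Cells were treated with compound for 30 h at 37 C; the stably integrated CMV-GFP locus is normally silent.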
JMJD2E inh: blocks human JMJD2E demethylase activity | B2RXH2 | JMJD2E catalytic domain, FDH-coupled NADH fluorescence (FDH is formaldehyde dehydrogenase) | Potency, µM (highest dose often 57.1 µM), for the others: top-dose activity change, negative = inhibition, hits mostly inhibitors | 1.6% of 230,000 active; active = well fitted inhibition curve with a large enough effect, not every such curve was filed as active; inconclusive = small, poorly fitted or top-dose-only effect, or another doubt; inactive = no such curve, though single readings can be large or run the other way;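 also: 0% = wells with enzyme and -100% = buffer wells without enzyme; nearly all actives have a fitted effect of over 50% in size; many of its hits are not listed in these tables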
NPSR antag: neuropeptide S receptor (human) antagonism, cAMP; Potency, µM (top dose mostly 38.3 µM), without a hit: at the top dose activity change, negative = inhibition, hits mostly inhibitors; Q6W5P4; CHO-NPSR cells, cAMP TR-FRET, antagonist mode; 1% of 220,000 active; also: % is scaled to controls: 0 for no effect and ±100 for the full control effect; nearly all actives have a fitted effect of over 50% in size; many of its hits are not listed in these tables
Target sequence (Q6W5P4 whole entry, looked up): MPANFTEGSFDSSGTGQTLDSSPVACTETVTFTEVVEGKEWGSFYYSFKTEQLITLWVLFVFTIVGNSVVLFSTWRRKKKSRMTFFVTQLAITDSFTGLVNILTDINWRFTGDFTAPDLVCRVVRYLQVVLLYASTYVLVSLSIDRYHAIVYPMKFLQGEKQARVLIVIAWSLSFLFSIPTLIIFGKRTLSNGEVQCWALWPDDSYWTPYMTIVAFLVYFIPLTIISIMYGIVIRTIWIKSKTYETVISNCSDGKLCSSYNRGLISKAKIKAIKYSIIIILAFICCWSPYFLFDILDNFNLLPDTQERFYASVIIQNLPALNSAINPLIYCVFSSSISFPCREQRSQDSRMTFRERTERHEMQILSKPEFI
Starred values were filed as active, the others as inactive; i = inactive; ? = inconclusive; / = no result given; [ ] = remark or other dose. Unless noted, calls follow the shape of the dose curve; as a rule, active = well fitted curve in the direction sought with a large enough effect; inconclusive = small, poorly fitted or top-dose-only effect, or another doubt; inactive = no such curve, though single readings can be large; an effect the other way counts as inactive or inconclusive. Potency is read from the fitted curve at half-maximal effect.

SMILES	SMN2 splice enh	IMPase Li inh	RGS12 GoLoco inh	KinaseGlo FLuc	RECQ1 inh	Epigenetic derep	JMJD2E inh	NPSR antag
CCOc1ccc2nc(N3CCCC(C(=O)NCC4CCCO4)C3)sc2c1 (stereo unspecified)	/	/	5.5%	/	-0.1%	1.1%	0.3%	1.7%
O=C1CCCC2=C1C1(CCCCC1)N=C(Nc1nc3ccccc3o1)N2	?	14.9%	-0.8%	3.3%	0.8%	-2.0%	6.2%	?
Cn1c(=O)n(CCN2CCOCC2)c(=O)c2c1nc1n2CCN1c1ccc(Oc2ccccc2)cc1	-16.3%	-3.0%[38.3 µM]	0.3%	0.0%	10.8%	0.0%	-1.0%	-3.6%[46.1 µM]
O=C(O)CC/C(=C\c1ccccc1[N+](=O)[O-])c1nc2ccccc2s1	-3.6%	-4.8%	-2.9%	6.3%	-5.7%	-2.6%	4.6%	-29.4%
CC(C)CN(C(=O)CN1CCN(c2ccc([N+](=O)[O-])cc2)CC1)c1c(N)n(CC(C)C)c(=O)[nH]c1=O	7.1%	8.9%	7.0%	2.6%	-7.7%	-3.6%	-2.5%	-3.2%
Cc1cccc(C)c1NC(=O)Cn1nnc(-c2ccc(CN3CCC(C)CC3)cc2)n1	-16.5%	15.1%	13.9%	0.6%	i	-2.6%	-1.0%	4.8%
Cc1cc(NC(=O)c2ccc(N(C)S(=O)(=O)c3ccccc3)cc2)no1	-33.6%[inhibitor]	16.8%[38.3 µM]	-5.8%	1.5%	0.0%	0.0%	11.3%	-11.5%[46.1 µM]
COc1ccccc1N1CCN(C(=O)C(Cc2ccccc2)NC(=O)C2CCCCC2)CC1 (stereo unspecified)	-9.7%	11.0%[38.3 µM]	5.2%	2.6%	-0.1%	-1.1%	-8.4%	-20.0%[46.1 µM]
CC(C)CC(c1nnnn1Cc1ccco1)N1CCN(c2cccc(Cl)c2)CC1 (stereo unspecified)	-23.9%	10.2%[38.3 µM]	-5.6%	1.2%	0.1%	0.0%	3.2%	?
COc1cc(S(=O)(=O)N(Cc2ccccn2)Cc2ccco2)ccc1-n1cnnn1	0.6%	-0.7%	4.6%	-1.1%	i	-1.0%	9.4%	-15.8%[46.1 µM]

Three structures out of the list, arranged by number of heavy atoms, ascending.
SMILES	SMN2 splice enh	IMPase Li inh	RGS12 GoLoco inh	KinaseGlo FLuc	RECQ1 inh	Epigenetic derep	JMJD2E inh	NPSR antag
O=C(O)CC/C(=C\c1ccccc1[N+](=O)[O-])c1nc2ccccc2s1	-3.6%	-4.8%	-2.9%	6.3%	-5.7%	-2.6%	4.6%	-29.4%
Cc1cc(NC(=O)c2ccc(N(C)S(=O)(=O)c3ccccc3)cc2)no1	-33.6%[inhibitor]	16.8%[38.3 µM]	-5.8%	1.5%	0.0%	0.0%	11.3%	-11.5%[46.1 µM]
CCOc1ccc2nc(N3CCCC(C(=O)NCC4CCCO4)C3)sc2c1 (stereo unspecified)	/	/	5.5%	/	-0.1%	1.1%	0.3%	1.7%

Structural class, the entries above with an aryl methoxy group.
SMILES	SMN2 splice enh	IMPase Li inh	RGS12 GoLoco inh	KinaseGlo FLuc	RECQ1 inh	Epigenetic derep	JMJD2E inh	NPSR antag
COc1ccccc1N1CCN(C(=O)C(Cc2ccccc2)NC(=O)C2CCCCC2)CC1 (stereo unspecified)	-9.7%	11.0%[38.3 µM]	5.2%	2.6%	-0.1%	-1.1%	-8.4%	-20.0%[46.1 µM]
COc1cc(S(=O)(=O)N(Cc2ccccn2)Cc2ccco2)ccc1-n1cnnn1	0.6%	-0.7%	4.6%	-1.1%	i	-1.0%	9.4%	-15.8%[46.1 µM]

(next part)
SMILES	SMN2 splice enh	IMPase Li inh	RGS12 GoLoco inh	KinaseGlo FLuc	RECQ1 inh	Epigenetic derep	JMJD2E inh	NPSR antag
O=C(Cn1cc(C(F)(F)F)ccc1=O)N/N=C/c1ccc(Cl)cc1	-5.0%	-7.2%	10.9%	-1.2%	-1.0%	1.0%	9.7%	7.2%
N#CC(=NCCO)C1=C(O)c2ccccc2C1=O	-15.0%[9.22 µM]	11.0%	-5.1%[14.2 µM]	4.0%[7.66 µM]	/	/	/	/
O=C(CCc1nc2ccccc2c(=O)[nH]1)Nc1ccc(F)c([N+](=O)[O-])c1	8.9%	-6.3%	40.4%[activator]	-5.9%	-26.6%	5.6%	-0.3%	-18.5%
Cc1cc(C)c2c(c1)/C(=C/C(=O)c1ccc(Br)s1)C(=O)N2	-13.6%	29.9%[38.3 µM]	11.6%	-2.1%	-9.4%	0.1%	0.9%	-11.6%[46.1 µM]
CN(c1ccccc1)S(=O)(=O)c1cccc(Cl)c1Cl	/	/	-5.7%	/	-0.8%	1.4%	-5.2%	-18.5%
Cc1ccc(/C=C/C(=O)O)cc1S(=O)(=O)NCc1cccnc1	/	/	1.1%	/	6.6%	3.1%	-2.7%	8.4%
COC(=O)[C@H](CCSC)NC(=O)Nc1ccc(C)cc1C	/	/	/	/	-0.2%	-5.7%	-0.7%	3.1%[46.1 µM]
Cc1cc(C)cc(NC(=O)CSc2nnc(-c3ccccc3C)o2)c1	17.6%	6.8%[38.3 µM]	-3.5%	0.6%	-7.2%	2.0%	-9.0%	?
COc1ccc(C(=O)Cn2c(Cl)nc3c2c(=O)n(C)c(=O)n3C)cc1	/	/	5.4%	/	-2.9%	1.0%	1.0%	4.7%
CC(C)=C1C2C=CC1C(C(=O)Nc1cc(C)ccc1C)C2C(=O)O (stereo unspecified)	-4.3%	2.4%[38.3 µM]	7.9%	-4.6%	-2.6%	5.6%	-4.3%	-1.5%[46.1 µM]
COc1ccccc1CC(=O)NCc1csc(-c2cccs2)n1	/	/	4.3%	/	-4.9%	-1.4%	?	20.7%[7.67 µM]
CCOC(=O)N1CCC(NC(=O)CCCN2C(=O)CSc3ncccc32)CC1	-23.7%	-26.4%[38.3 µM]	-8.9%	8.9%	-10.1%	0.0%	3.6%	-0.3%[46.1 µM]
COc1ccc(OCCn2cc(/C=N/NC(=O)c3ccncc3)c3ccccc32)cc1	-37.3%[inhibitor]	-0.9%	16.0%	3.4%	-25.4%	0.0%	?	12.0%
COc1cccc(Sc2ccccc2CN(C)C)c1	-1.6%	1.9%[38.3 µM]	-0.2%	1.7%	3.4%	-0.7%	13.0%	-9.9%[46.1 µM]
O=C1c2ccccc2NC(c2ccccn2)N1NS(=O)(=O)c1ccccc1 (stereo unspecified)	0.1%	-4.6%	3.2%	-0.8%	i	2.4%	?	-2.5%
Cc1ccc(NC(=S)N(CCCN2CCN(C)CC2)Cc2cccs2)cc1C	-9.1%	-3.0%	4.8%	-1.4%	-1.4%	-1.4%	2.9%	-9.5%
O=C(CSc1nnc(CNC(=O)c2cccs2)o1)NC1CCCC1	-6.0%	2.2%	2.9%	-0.7%	i	-0.8%	-2.5%	-10.5%[46.1 µM]
CC(=O)c1c(C)nc(-c2ccccc2)n1O	4.2%	-8.0%[38.3 µM]	-19.1%	-5.3%	i	-2.0%	4.4%	-7.4%[46.1 µM]
Cc1ccc(NC(=O)Cn2c(=O)oc3cc(S(=O)(=O)N4CCC(C)CC4)ccc32)cc1C	-86.8%[inhibitor]	5.7%[38.3 µM]	0.9%	3.0%	-9.2%	16.3%	-11.3%	-7.8%[46.1 µM]
Cc1ccc(C(NC(=O)C(C)C)c2cc([N+](=O)[O-])c3cccnc3c2O)cc1 (stereo unspecified)	-77.0%[inhibitor]	-7.3%	3.8%	2.2%	?	0.0%	20µM*	-0.5%
CCC1CCCCN1C(=O)CNCC1CCCO1 (stereo unspecified)	/	4.9%	4.4%	-1.6%	0.2%	0.1%	?	-27.3%
CN(C)N=Nc1nc2c(c(=O)n(C)c(=O)n2C)n1C	/	/	-4.4%	/	-4.2%	-0.3%	-4.8%	-21.4%
COc1ccnc(Oc2ccccc2)c1C(=O)N/C=N/OCc1ccccc1	/	6.8%	2.4%	/	i	-0.1%	3.0%	4.0%
COc1ccc(S(=O)(=O)NCC2CCCN(C(=O)c3sccc3C)C2)cc1 (stereo unspecified)	/	6.3%	8.9%	0.0%	-10.1%	1.8%	6.0%	2.0%
Cc1ccc(NC(=O)CSc2nnc(-c3ccccc3Br)o2)cc1C	9.5%	6.7%[38.3 µM]	-3.0%	1.9%	-9.8%	-4.6%	2.2%	-17.9%[46.1 µM]
COc1ccc2[nH]cc(CCNc3nc(-c4cccc(NS(C)(=O)=O)c4)nc4ccccc34)c2c1	-13.2%	-7.2%	-1.9%	2.1%	-4.1%	0.3%	-17.3%	/
O=C(NC1CC1)C1=C[C@H](C2CCCCC2)C[C@H](OCc2ccc(CO)cc2)O1	/	4.6%	4.7%	/	-17.0%	-4.5%	-3.8%	?
CCOC(=O)C1(Cc2cccc(Cl)c2)CCCN(C(=O)CCC(=O)N(C)C)C1 (stereo unspecified)	/	12.5%	-4.6%	/	i	-0.2%	2.7%	4.5%
COc1ccccc1N(CC(=O)NCc1ccccc1)C(=O)CCC(=O)Nc1cc(C)ccn1	0.3%	18.2%	9.7%	-3.0%	1.1%	2.3%	6.9%	-10.2%[46.1 µM]
CCOC(=O)CCc1c(C)nc2ncnn2c1C	0.0%	-7.1%[38.3 µM]	8.2%	-0.9%	-11.5%	-1.1%	-1.4%	-1.4%[46.1 µM]
Cc1ccccc1OCCn1cc(C(=S)N2CCN(C)CC2)c2ccccc21	-5.1%	4.1%	9.6%	-1.2%	-13.9%	-0.1%	0.1%	-46.0%
CC(C)c1ccc(NC(=O)CSC(C)c2nc3ccccc3c(=O)[nH]2)cc1 (stereo unspecified)	/	/	21.1%	/	7.5%	-3.1%	?	-2.1%
CCN(CC)CC(=O)NCc1cc(-c2ccc(OC)cc2)no1	3.0%	5.5%[38.3 µM]	-9.5%	-1.2%	-1.5%	2.1%	0.6%	-5.8%[46.1 µM]
COc1ccc2[nH]cc(C(=O)CNc3nc(C)cs3)c2c1	9.6%	5.4%[38.3 µM]	-20.9%	-1.9%	-11.0%	-1.1%	?	-13.8%[46.1 µM]

A portion of the library, so the mix of outcomes need not match the whole.
